TROY NFkB inh – inhibitors of TROY-driven NF-kB signaling, primary screen, Q293 LMP1-TROYcd cells, NF-kB luciferase, uHTS; Q293 LMP1-TROYcd NF-kB luciferase reporter, 4 h; inhibition, % at 10 µM; 360,000 tested, 0.98% active; AID 1347056, 2019;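 active means compounds whose plate-normalised and pattern-corrected inhibition of the luciferase reporter signal at the single screening dose is 50% or more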
Exocytosis inh – LAMP-1 surface exposure blockers, TALL-104 cells – cell-based, flow cytometry, MLPCN library, primary screen; 360,000 tested, 0.66% active; inhibition, % at 10 µM; TALL-104 LAMP-1 surface exposure; cells stimulated with thapsigargin and PMA;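 active means inhibition above about 55%, limit read from the data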
NR5A2 inv ag – LRH-1 (NR5A2) inverse agonists, primary screen, cell-based, luminescence, HEK293T, StAR-luciferase reporter; AID 602396, 2012; Nuclear receptor subfamily 5 group A member 2 (Homo sapiens), O00482; inhibition, % at 3.6 µM; LRH-1 transfected, 24 h; 360,000 tested, 0.13% active;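 active means inhibition above the mean inhibition of all tested compounds plus 3 SD, cut at about 73% in these data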;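 further: 0% = DMSO wells and 100% = reporter-only cells lacking LRH-1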
COUP-TFII inh – NR2F2 transcriptional activity inhibitors, primary screen, cell-based, luciferase reporter, HEK293T, luminescence; 370,000 tested, 0.7% active; inhibition, % at 8.6 µM; COUP transcription factor 2 (Homo sapiens), P24468; AID 686940, 2013; HEK293T NGFI-A luciferase reporter;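 active means inhibition above a per-plate cutoff, mean inhibition of test wells between control levels plus 3 SD, cut at about 38% in these data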;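 further: cells cotransfected with COUP-TFII expression vector driving the NGFI-A reporter; 0% = median of COUP-TF2 test wells and 100% = reporter-only cells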
NCOA3 inh – SRC3 coactivator transcriptional activity inhibitors, primary screen, cell-based, luminescence. inhibition, % at 3.6 µM. 360,000 tested, 0.17% active. HEK293 GAL4-SRC3 luciferase reporter. Nuclear receptor coactivator 3 (Homo sapiens), Q9Y6Q9. AID 588352, 2011;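 active means inhibition above a per-campaign cutoff, the mean of all compounds plus 3 SD, cut at about 60% in these data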;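 further: 0% = DMSO-treated cells and 100% = gossypol-treated cells at 36 µM; higher means less SRC3-driven luciferase light from the GAL4 reporter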
NCOA2 inhibitor – inhibition of GAL4-SRC2 driven luciferase reporter, primary screen, SRC2 inhibitor project, cell-based, luminescence. Nuclear receptor coactivator 2 (Homo sapiens), Q15596. HEK293 GAL4-SRC2 luciferase reporter. inhibition, % at 9 µM. 370,000 tested, 0.17% active;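 active means inhibition above the mean inhibition of all tested compounds plus 3 SD, set per campaign, cut at about 52% in these data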;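 further: 0% = DMSO treated cells and 100% = cells given Gossypol at 36 µM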
ABHD5-PLIN5 inh – ABHD5-PLIN5 interaction inhibitors, primary screen, cell lysate, split luciferase complementation, luminescence; 360,000 tested, 0.78% active; inhibition, % at 4 µM; Split G. princeps luciferase complementation, 4 h; AID 602281, 2012; Perilipin-5 (Homo sapiens) + 1-acylglycerol-3-phosphate O-acyltransferase ABHD5 (Homo …;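 active means inhibition above the mean inhibition across every tested compound plus 3 SD, cut at about 22% in these data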;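 further: 0% = DMSO only wells and the 100% control is not disclosed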
Target sequence (Q00G26 whole entry, looked up): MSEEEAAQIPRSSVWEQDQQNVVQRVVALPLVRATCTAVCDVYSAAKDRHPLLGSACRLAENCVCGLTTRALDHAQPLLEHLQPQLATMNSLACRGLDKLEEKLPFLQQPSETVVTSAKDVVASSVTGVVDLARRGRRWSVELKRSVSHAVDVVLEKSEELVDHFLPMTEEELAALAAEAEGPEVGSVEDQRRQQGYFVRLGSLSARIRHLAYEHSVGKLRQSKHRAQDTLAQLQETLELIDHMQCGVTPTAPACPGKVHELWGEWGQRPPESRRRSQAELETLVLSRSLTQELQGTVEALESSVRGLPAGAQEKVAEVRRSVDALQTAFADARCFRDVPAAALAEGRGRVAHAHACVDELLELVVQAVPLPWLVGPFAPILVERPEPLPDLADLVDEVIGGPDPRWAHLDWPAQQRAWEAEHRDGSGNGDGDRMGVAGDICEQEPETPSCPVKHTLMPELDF
Target sequence (Q8WTS1 whole entry, looked up): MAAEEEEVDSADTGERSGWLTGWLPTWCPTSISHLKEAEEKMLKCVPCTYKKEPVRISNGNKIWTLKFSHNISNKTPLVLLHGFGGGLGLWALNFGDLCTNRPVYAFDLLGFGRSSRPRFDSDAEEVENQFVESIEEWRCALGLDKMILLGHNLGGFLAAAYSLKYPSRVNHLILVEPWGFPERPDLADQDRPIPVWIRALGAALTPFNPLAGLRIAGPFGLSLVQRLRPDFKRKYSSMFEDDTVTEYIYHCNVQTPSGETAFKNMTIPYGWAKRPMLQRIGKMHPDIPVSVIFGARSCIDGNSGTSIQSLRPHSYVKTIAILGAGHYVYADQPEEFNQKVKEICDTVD
TLR9-MyD88 block – inhibitors of TLR9-MyD88 association in cells, primary screen, cell-based, CHO, BLA complementation, fluorescence; inhibition, % at 4.98 µM; Toll-like receptor 9 (Homo sapiens) + Myeloid differentiation primary response protein …; CCF4 FRET ratio; 340,000 tested, 0.21% active;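 active means inhibition above the mean over all tested compounds plus 3 SD, cut at about 21% in these data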;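 further: 0% = DMSO only wells and 100% = clavulanate BLA inhibitor control wells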
SRC1 inh – SRC1 coactivator transcriptional activity inhibitors, primary screen, cell-based, luminescence | Nuclear receptor coactivator 1 (Homo sapiens), Q15788 | HEK293 GAL4-SRC1 luciferase reporter | inhibition, % at 3.6 µM | 360,000 tested, 0.12% active | AID 588354, 2011;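 active means inhibition above the campaign mean plus 3 SD, with each screening campaign given its own cutoff, cut at about 60% in these data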;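 further: 0% = DMSO treated cells and 100% = gossypol at 36 µM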
NOD2 RIPK2 PPI – NOD2-RIPK2 binding disruptors in cells, primary screen, fluorescence, CHO cells, BLA complementation | Receptor-interacting serine/threonine-protein kinase 2 (Homo sapiens), O43353 | CCF4 ratio | inhibition, % at 4.98 µM | 360,000 tested, 0.38% active; in the data active means inhibition above about 21%;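 further: 0% = vehicle only and 100% = reference blocker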
TWEAK Fn14 block – inhibitors of TWEAK-Fn14 signaling, primary screen, luciferase reporter cells, uHTS; TWEAK-stimulated Fn14 reporter cells, luciferase luminescence, 8 h; inhibition, % at 10 µM; 360,000 tested, 2% active; AID 1159606, 2016; in the data active means inhibition above about 50%
Numbers without * were called inactive.

Results for C=C(C)c1cccc(C(C)(C)NC(=O)N2CCN(c3ncccn3)CC2)c1 ?
TROY NFkB inh: 6; Exocytosis inh: 1; NR5A2 inv ag: 7; COUP-TFII inh: 5; NCOA3 inh: 4; NCOA2 inhibitor: 3; ABHD5-PLIN5 inh: 3; TLR9-MyD88 block: -3; SRC1 inh: 2; NOD2 RIPK2 PPI: 1; TWEAK Fn14 block: -1

How did Cc1nc2ccccc2cc1C(=O)O do in these assays?
TROY NFkB inh: -4; Exocytosis inh: -3; NR5A2 inv ag: 6; COUP-TFII inh: -2; NCOA3 inh: 6; NCOA2 inhibitor: 0; ABHD5-PLIN5 inh: 5; TLR9-MyD88 block: -5; SRC1 inh: 0; NOD2 RIPK2 PPI: -2; TWEAK Fn14 block: -12

Results for Cn1cccc1C(C(=O)NC1CCCCC1)N(C(=O)Cc1cccs1)C1CC1 (stereo not given) ?
TROY NFkB inh: 6; Exocytosis inh: -4; NR5A2 inv ag: 11; COUP-TFII inh: 10; NCOA3 inh: 23; NCOA2 inhibitor: -2; ABHD5-PLIN5 inh: 12; TLR9-MyD88 block: 1; SRC1 inh: -1; NOD2 RIPK2 PPI: 3; TWEAK Fn14 block: 10

How did O=S(=O)(Nc1ccc2c(c1)OCCO2)c1ccc2oc3ccccc3c2c1 do in these assays?
TROY NFkB inh: 39; Exocytosis inh: -1; NR5A2 inv ag: 0; COUP-TFII inh: 2; NCOA3 inh: -12; NCOA2 inhibitor: 7; ABHD5-PLIN5 inh: -4; TLR9-MyD88 block: 2; SRC1 inh: 2; NOD2 RIPK2 PPI: 5; TWEAK Fn14 block: 34

What do the screens show for `COc1ccc(N2C(=O)CC(SCC(=O)O)C2=O)cc1` (stereo not given)?
TROY NFkB inh: -9; Exocytosis inh: -2; NR5A2 inv ag: 1; COUP-TFII inh: 3; NCOA3 inh: 15; NCOA2 inhibitor: 4; ABHD5-PLIN5 inh: 3; TLR9-MyD88 block: -2; SRC1 inh: -28; NOD2 RIPK2 PPI: -3; TWEAK Fn14 block: -4

Results for CC1(C(=O)Nc2ccc3c(c2)OCCO3)CCC(=O)N1CCOc1ccccc1 (stereo not given) ?
TROY NFkB inh: 11; Exocytosis inh: -2; NR5A2 inv ag: 20; COUP-TFII inh: 8; NCOA3 inh: 16; NCOA2 inhibitor: 2; ABHD5-PLIN5 inh: -8; SRC1 inh: 6; NOD2 RIPK2 PPI: -22; TWEAK Fn14 block: -7

What do the screens show for `Cc1noc(C)c1C(=O)Nc1nnc(CC(C)C)s1`?
TROY NFkB inh: 10; Exocytosis inh: -3; NR5A2 inv ag: -7; COUP-TFII inh: -2; NCOA3 inh: 8; NCOA2 inhibitor: -9; ABHD5-PLIN5 inh: -7; TLR9-MyD88 block: 0; SRC1 inh: -22; NOD2 RIPK2 PPI: 3; TWEAK Fn14 block: -32

Results for O=C(/C=C/NNC(=O)c1ccccc1)c1ccccc1 ?
TROY NFkB inh: -41; Exocytosis inh: -2; NR5A2 inv ag: -28; COUP-TFII inh: -22; NCOA3 inh: -56; NCOA2 inhibitor: -51; ABHD5-PLIN5 inh: 2; TLR9-MyD88 block: -13; SRC1 inh: -39; NOD2 RIPK2 PPI: -10; TWEAK Fn14 block: -7

What do the screens show for `O=c1c(-c2nnc(SCc3ccc(Cl)cc3Cl)o2)cccn1Cc1ccccc1`?
TROY NFkB inh: 27; Exocytosis inh: 4; NR5A2 inv ag: -8; COUP-TFII inh: -1; NCOA3 inh: 4; NCOA2 inhibitor: -19; ABHD5-PLIN5 inh: 2; TLR9-MyD88 block: -1; SRC1 inh: 17; NOD2 RIPK2 PPI: 1; TWEAK Fn14 block: -23

What do the screens show for `COc1ccc(CNC(=O)CN(C(=O)Cn2nnc(-c3ccccc3F)n2)c2ccc(C)cc2)cc1`?
TROY NFkB inh: -36; Exocytosis inh: 5; NR5A2 inv ag: 5; COUP-TFII inh: 4; NCOA3 inh: 18; NCOA2 inhibitor: 22; ABHD5-PLIN5 inh: -1; TLR9-MyD88 block: -5; SRC1 inh: -3; NOD2 RIPK2 PPI: -4; TWEAK Fn14 block: 0

Results for COC(=O)c1ccc(/C=C(\C#N)C(=O)NC(C)c2ccccc2)cc1 (stereo not given) ?
TROY NFkB inh: 29; Exocytosis inh: 34; NR5A2 inv ag: 10; COUP-TFII inh: -3; NCOA3 inh: 14; NCOA2 inhibitor: 11; ABHD5-PLIN5 inh: 11; TLR9-MyD88 block: 1; SRC1 inh: -18; NOD2 RIPK2 PPI: 3; TWEAK Fn14 block: 57*

How did FC(F)(F)c1ccc(CN2C[C@@H]3C(c4ccccc4)C4(c5cccnc5)CC3(C4)[C@H]2c2ccccc2)cc1 (stereo not given in full) do in these assays?
TROY NFkB inh: 5; Exocytosis inh: 2; NR5A2 inv ag: -16; COUP-TFII inh: -8; NCOA3 inh: 4; NCOA2 inhibitor: -26; ABHD5-PLIN5 inh: -6; TLR9-MyD88 block: 0; SRC1 inh: 7; NOD2 RIPK2 PPI: -3; TWEAK Fn14 block: 19

Results for CC(C)OCCCNC(=O)CN1CCN(Cc2ccc(Cl)cc2)C1=O ?
TROY NFkB inh: -15; Exocytosis inh: 0; NR5A2 inv ag: -4; COUP-TFII inh: 4; NCOA3 inh: 10; NCOA2 inhibitor: -12; ABHD5-PLIN5 inh: 1; TLR9-MyD88 block: 5; SRC1 inh: -2; NOD2 RIPK2 PPI: 5; TWEAK Fn14 block: -18

Results for Cc1cc(/C=C(/C#N)C(=O)Nc2ccccc2)c(C)n1-c1cccnc1 ?
TROY NFkB inh: -12; Exocytosis inh: 3; NR5A2 inv ag: -81; COUP-TFII inh: -21; NCOA3 inh: -101; NCOA2 inhibitor: -44; ABHD5-PLIN5 inh: 7; TLR9-MyD88 block: -2; SRC1 inh: -85; NOD2 RIPK2 PPI: -1; TWEAK Fn14 block: -26

How did CCOC(=O)C(/C=C(\C#N)C(=O)OCC)=C(/N)N1CCN(c2c(C)cccc2C)CC1 do in these assays?
TROY NFkB inh: -5; Exocytosis inh: 3; NR5A2 inv ag: -20; COUP-TFII inh: 3; NCOA3 inh: 1; NCOA2 inhibitor: -1; ABHD5-PLIN5 inh: 7; TLR9-MyD88 block: -12; SRC1 inh: -4; NOD2 RIPK2 PPI: -1; TWEAK Fn14 block: 1

How did Cc1cccc(NC(=O)C(C)Oc2ccccc2C)n1 (stereo not given) do in these assays?
TROY NFkB inh: 1; Exocytosis inh: -4; NR5A2 inv ag: 10; COUP-TFII inh: 5; NCOA3 inh: 6; NCOA2 inhibitor: 11; ABHD5-PLIN5 inh: 0; TLR9-MyD88 block: -2; SRC1 inh: 10; NOD2 RIPK2 PPI: -2; TWEAK Fn14 block: -7

What do the screens show for `Cc1ccccc1NC(=S)NC(C)CCc1ccccc1` (stereo not given)?
TROY NFkB inh: -2; Exocytosis inh: 4; NR5A2 inv ag: -11; COUP-TFII inh: -11; NCOA3 inh: 19; NCOA2 inhibitor: 2; ABHD5-PLIN5 inh: 3; TLR9-MyD88 block: -3; SRC1 inh: 15; NOD2 RIPK2 PPI: -5; TWEAK Fn14 block: -10

How did Cc1cccc(N(C(=O)c2cnc3n(c2=O)CCS3)C2CCCCC2)c1 do in these assays?
TROY NFkB inh: 6; Exocytosis inh: 0; NR5A2 inv ag: 15; NCOA3 inh: 3; ABHD5-PLIN5 inh: 4; TLR9-MyD88 block: 2; SRC1 inh: -25; NOD2 RIPK2 PPI: 2; TWEAK Fn14 block: 1

What do the screens show for `O=[N+]([O-])c1ccc(C(O)CN=Cc2ccc(O)cc2O)cc1` (stereo not given)?
TROY NFkB inh: 32; Exocytosis inh: -8; NR5A2 inv ag: 0; COUP-TFII inh: 19; NCOA3 inh: -4; NCOA2 inhibitor: 3; ABHD5-PLIN5 inh: 6; TLR9-MyD88 block: -7; SRC1 inh: -1; NOD2 RIPK2 PPI: -18; TWEAK Fn14 block: 30

Results for CCNC(=O)c1c(NC(=O)C2COc3ccccc3O2)sc2c1CCCC2 (stereo not given) ?
TROY NFkB inh: 1; Exocytosis inh: -1; NR5A2 inv ag: 1; COUP-TFII inh: -14; NCOA3 inh: 5; NCOA2 inhibitor: 18; ABHD5-PLIN5 inh: -7; TLR9-MyD88 block: 2; SRC1 inh: -30; NOD2 RIPK2 PPI: 2; TWEAK Fn14 block: -5

Results for CCCN1CCN(C(=O)c2cn(CC(C)C)c(=O)c3cc(OC)c(OC)cc23)CC1 ?
TROY NFkB inh: 3; Exocytosis inh: 6; NR5A2 inv ag: -24; COUP-TFII inh: 19; NCOA3 inh: 7; NCOA2 inhibitor: 21; ABHD5-PLIN5 inh: -5; TLR9-MyD88 block: 0; SRC1 inh: -17; NOD2 RIPK2 PPI: -6; TWEAK Fn14 block: 3

What do the screens show for `CCOC(=O)COc1coc(CN2CCN(c3cccc(Cl)c3)CC2)cc1=O`?
TROY NFkB inh: -13; Exocytosis inh: 4; NR5A2 inv ag: -9; COUP-TFII inh: -6; NCOA3 inh: -6; NCOA2 inhibitor: -9; ABHD5-PLIN5 inh: 2; TLR9-MyD88 block: 8; SRC1 inh: -59; NOD2 RIPK2 PPI: 7; TWEAK Fn14 block: -11

Results for COc1cc2c(cc1OC)CN(C1CC(=O)N(c3c(C)cccc3C)C1=O)CC2 (stereo not given) ?
TROY NFkB inh: -14; Exocytosis inh: 9; NR5A2 inv ag: -21; COUP-TFII inh: -5; NCOA3 inh: -2; NCOA2 inhibitor: 5; ABHD5-PLIN5 inh: -2; TLR9-MyD88 block: -2; SRC1 inh: -9; NOD2 RIPK2 PPI: -3; TWEAK Fn14 block: -3

Results for CC1(C(=O)O)CCCN(C(=O)C2(c3ccc(Cl)cc3)CCCC2)C1 (stereo not given) ?
TROY NFkB inh: -10; Exocytosis inh: 0; NR5A2 inv ag: 4; COUP-TFII inh: 19; NCOA3 inh: -2; NCOA2 inhibitor: -19; ABHD5-PLIN5 inh: -3; SRC1 inh: 3; NOD2 RIPK2 PPI: -2; TWEAK Fn14 block: -8

From PubChem BioAssay

Not all compounds are listed (hit frequency here may not be typical).
